# Epigenetic derep = Quantitative High-Throughput Screen for Regulators of Epigenetic Control; Potency, µM (highest dose often 53.9 µM), without a hit: top-dose GFP activation, usual class: activators; murine LDR cells, GFP reporter derepression, 30 h; 280,000 compounds, 0.2% hits; active = well fitted activation curve with a large enough effect; inconclusive = small, poorly fitted or top-dose-only effect; note: % of control where 0% means no effect; nearly all actives have a fitted effect of over 60% in size
#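 Readout is the number of GFP-expressing murine LDR cells, counted by cytometry following washing. Cells were treated with compound for 30 h at 37 C; the stably integrated CMV-GFP locus is normally silent.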
# * = called active by the depositor; ? = inconclusive. Potency is the fitted concentration of half-maximal effect. The list is partial; rates above refer to the full screens.
# Preview:
Molecule	Epigenetic derep
CCOc1ccc(-c2nnc(SCC(=O)NCc3ccccc3)o2)cc1	2.4%
CCOc1ccc(-c2cn3c(n2)sc2cc(C(=O)NCCc4ccc(OC)cc4OC)ccc23)cc1	1.6%
Cc1ccccc1Nc1c(-c2cccnc2)nc2ccc(Cl)cn12	4.1%
Cc1cccc(NC(=O)NC2COc3ccccc3C2)c1C (centres undefined)	-3.7%
Cc1ccc(CN2C(=O)c3ccccc3Sc3ccc(C(=O)NCc4ccco4)cc32)cc1	-0.7%
COc1cc2cc(CNc3ccccc3)c(=O)n(CC(=O)Nc3cccc(Cl)c3C)c2cc1OC	10%
Cc1ccc(N2C(=O)CS(=O)(=O)C23C(=O)N(Cc2ccccc2F)c2ccccc23)cc1Cl (centres undefined)	-0.7%

# The list itself, previewed entries included:
Molecule	Epigenetic derep
CCOc1ccc(-c2nnc(SCC(=O)NCc3ccccc3)o2)cc1	2.4%
CCOc1ccc(-c2cn3c(n2)sc2cc(C(=O)NCCc4ccc(OC)cc4OC)ccc23)cc1	1.6%
Cc1ccccc1Nc1c(-c2cccnc2)nc2ccc(Cl)cn12	4.1%
Cc1cccc(NC(=O)NC2COc3ccccc3C2)c1C (centres undefined)	-3.7%
Cc1ccc(CN2C(=O)c3ccccc3Sc3ccc(C(=O)NCc4ccco4)cc32)cc1	-0.7%
COc1cc2cc(CNc3ccccc3)c(=O)n(CC(=O)Nc3cccc(Cl)c3C)c2cc1OC	10%
Cc1ccc(N2C(=O)CS(=O)(=O)C23C(=O)N(Cc2ccccc2F)c2ccccc23)cc1Cl (centres undefined)	-0.7%
CCOc1ccccc1NC(=O)CSc1ccc2nc(-c3ccccc3)cn2n1	4.1%
O=C(NCCc1ccc(Cl)cc1)c1ccc2c(c1)N(Cc1ccc(F)cc1)C(=O)CS2	-2.0%
Cc1cccc(OCCCSc2nc(-c3ccc(C(C)(C)C)cc3)nc3cc(=O)[nH]n23)c1C	4.5%

# The list goes on.
Molecule	Epigenetic derep
O=C(NCc1ccccc1)c1c2c(nc3ccccc13)C(=O)N(C1CCCCC1)C2	0.8%
COc1ccc(OC)c(NC(=O)c2ccc3nc(C(C)C)oc3c2)c1	13%
CCN1CCN(C(c2cccc(Cl)c2)c2c(O)cc(C)n(CCOC)c2=O)CC1 (centres undefined)	-0.3%
COc1ccccc1NC(=O)c1cc2c(C)nn(-c3ccccc3)c2s1	-0.5%
Cc1ccc(CNC(=O)Cc2csc3ccccc23)cc1	3.0%
COc1ccc(OC)c(CNC(=O)c2cc(S(=O)(=O)N3CCC(C)CC3)cn2C)c1	-1.7%
CCC(Sc1nncn2c1cc1occc12)C(=O)Nc1ccc(C)c(Cl)c1 (centres undefined)	-1.0%
COc1ccc(OC)c(CNC(=O)c2ccc(N3Cc4ccccc4Oc4ncccc43)s2)c1	-0.3%
O=C(Nc1cccc(C(F)(F)F)c1)Nc1nnc(N2CCCCCC2)s1	-3.3%
COc1ccc(CNC(=O)c2cc3cccc(OC)c3oc2=O)cc1	0.0%

# Further entries follow:
Molecule	Epigenetic derep
CCCN1CCN(c2ncc3c(n2)CCN(Cc2ccc(OC)c(OC)c2OC)C3)CC1	-2.6%
CC(NCc1ccc2c(c1)n(C)c(=O)n2C)c1ccccc1 (centres undefined)	-1.4%
O=C(CCC1N=C2c3ccccc3N=C(SCc3ccc(F)cc3)N2C1=O)NCCc1ccccc1 (centres undefined)	-1.3%
COc1cccc(NC(=O)c2c(N3CCCC3=O)c3cc(C)ccc3n2C)c1	-1.0%
Cn1c(=O)c2cc(C(=O)Nc3cccc(C#N)c3)sc2c2ccccc21	1.2%
CCOC(=O)c1ccccc1NC(=O)c1c(-c2ccccc2)noc1C	-1.1%
COc1ccccc1CN1CCC(CNC(=O)c2cnn(-c3ccc(Cl)cc3)c2C2CCN(C(=O)OC(C)(C)C)CC2)CC1	2.5%
CCN(C(=O)Cn1c(SCC(=O)Nc2ccc(OC)cc2)nc2ccccc21)c1cccc(C)c1	4.2%
Cc1cc(Nc2cccc(C(=O)O)c2)n2nc(C)nc2n1	3.0%
Cn1c(C(=O)N2CCC(C(=O)NCCc3ccc(S(N)(=O)=O)cc3)CC2)cc2sccc21	0.8%

# Additional structures.
Molecule	Epigenetic derep
Cc1cc(C)c(NC(=O)CSc2ccnc(=O)[nH]2)c(C)c1	-0.1%
CCC(C(=O)N1CCN(c2cc(C)ccc2C)CC1)n1nc(C)n2c(cc3occc32)c1=O (centres undefined)	-3.4%
Cc1ccc(C(=O)Nc2ccc(-n3c(C)nc4ccccc4c3=O)cc2)cc1[N+](=O)[O-]	2.7%
CC(=O)c1ccc(NC(=O)CSc2nnc(NC(=O)NC3CCCCC3)s2)cc1	-2.6%
CN(C)S(=O)(=O)c1ccc2c(c1)nnn2CCNC(=O)Nc1ccc(Br)cc1	-3.3%
COc1ccccc1C(=O)Nc1cccc(C(=O)OCc2cc(=O)n3nc(C)sc3n2)c1	-2.4%
COc1ccc(C)cc1NS(=O)(=O)c1cnc(N)nc1	0.0%
Cc1ccc(C)c(NC(=O)CN(C)S(=O)(=O)c2cccc3nsnc23)c1	1.1%
CC(C)CC(C(=O)NCc1ccc(F)cc1)N1Cc2ccccc2C1=O (centres undefined)	-0.4%
Cc1cccc(CNC(=O)Cn2ccc3cc(S(=O)(=O)N4CCC(C)CC4)ccc32)c1	0.7%

# Next section.
Molecule	Epigenetic derep
CCN1CCN(Cc2c(O)ccc3c(C)c(-c4ccc(OC)cc4)c(=O)oc23)CC1	11%
CCCS(=O)(=O)Nc1cc(-c2cn3cccc(C)c3n2)ccc1C	1.4%
CCc1ccc(C2C(C(=O)Nc3ccccc3)=C(C)Nc3nc(SCC(=O)c4ccc(C)cc4)nn32)cc1 (centres undefined)	-1.3%
CCOc1ccc(NC(=O)Cn2c(=O)n(CCCC(=O)NCc3ccc4c(c3)OCO4)c(=O)c3ccccc32)cc1	-0.7%
CC1CCCCN1CCCNC(=O)c1ccc2c(c1)sc1nc(-c3ccc(F)cc3)cn12 (centres undefined)	1.1%
COc1cccc(COC(=O)c2ccc(-c3nnn(Cc4ccccc4)n3)cc2)c1	1.1%
COCCCNC(=O)C1CCC(Cn2c(=O)c3sccc3n(C)c2=O)CC1 (centres undefined)	1.1%
CCC1CN(C(=O)N2CCC(C(=O)NCc3ccco3)CC2)c2cc(C)ccc2O1 (centres undefined)	0.0%
Cc1ccc(C)c(NC(=O)C(Cc2ccccc2)N2Cc3ccccc3C2=O)c1 (centres undefined)	0.4%
Cc1c(Cl)cccc1NC(=O)Cn1nnc2sc3c(c2c1=O)CCCC3	-1.0%

# (continued)
Molecule	Epigenetic derep
COc1ccc(Cl)cc1NC(=O)N1CCC(CN2CCCCCC2)CC1	-1.2%
CCOc1ccc(NC(=O)c2cc(=O)c3ccc(C)c(C)c3o2)cc1	20µM*
COc1cc(Cl)c(C)cc1NC(=O)c1cc2c(Cl)nc3ccc(C)cc3c2s1	-3.1%
COc1ccc(N2CCN(Cc3nnc(-c4cccc(Br)c4)o3)CC2)cc1	0.4%
Cc1ccc(Cn2c(=O)n(Cc3ccccc3Cl)c(=O)c3cccnc32)cc1	0.0%
CCCOc1cccc(C2c3c(oc4ccc(F)cc4c3=O)C(=O)N2CCCN2CCOCC2)c1 (centres undefined)	1.0%
CCc1nn2c(=O)cc(COC(=O)c3cccc(NC(=O)COc4ccccc4F)c3)nc2s1	-3.3%
COc1ccc(NC(=O)c2c(NC(=O)Cc3ccccc3)sc3c2CCCC3)cc1	-0.8%
CC(C)Cn1c(-c2ccc(S(=O)(=O)N3CCCC3)cc2)csc1=Nc1ccccc1	0.0%
COc1ccc(Cl)cc1Nc1sc(C(=O)c2ccccc2)c(N)c1C(=O)Nc1ccccc1	-1.3%

# More compounds follow:
Molecule	Epigenetic derep
O=C(Cn1cnc2nc3c(cc2c1=O)CCCC3)Nc1ccc(F)cc1Cl	0.8%
Cc1ccc(NC(=O)CSc2ncc(S(=O)(=O)c3ccc(C(C)C)cc3)c(=O)[nH]2)cc1C	1.9%
CCCCOc1ccc(C(=O)Nc2cc(-c3ccc(C)cc3)no2)cc1	-1.9%
CCCCCn1c(NCc2ccccc2OC)nc2ccccc21	0.8%
CCOC(=O)c1ccccc1NC(=O)NCc1cccn1Cc1ccc(F)cc1	-0.3%
Cc1ccc(N2C(=O)[C@@H]3CSC(c4ccc(C(F)(F)F)cc4)N3C2=O)cc1 (some centres undefined)	-1.9%
CCC1CN(C(=O)Nc2cccc3c2CCCC3)c2cc(Cl)ccc2O1 (centres undefined)	1.1%
CCc1ccc(-c2[nH]nc3nc(-c4cc(OC)ccc4OC)cc(C(=O)O)c23)cc1	0.0%
COc1ccc(Nc2oc(-c3ccc(COc4cccc(C)c4)o3)nc2C#N)cc1	4.8%
CCCCOC(=O)c1cccc(NC(=O)c2cc3ccccc3o2)c1	-0.5%

# The results go on:
Molecule	Epigenetic derep
CCOc1ccc(/C=C/c2nc(C#N)c(N3CCN(c4ccccc4)CC3)o2)cc1	-2.1%
CC(=O)c1ccc(NC(=O)C2CCN(S(=O)(=O)c3ccc4[nH]c5c(c4c3)CCCCC5)CC2)cc1	?
CC1CCCCN1S(=O)(=O)c1ccc(C(=O)Nc2sc3c(c2C(N)=O)CC(C)(C)NC3(C)C)cc1 (centres undefined)	1.2%
Cc1c(CCC(=O)NCc2cccc(Cl)c2)c(=O)oc2c(C)c(O)ccc12	5.6%
CC(=O)c1ccc(NC(=O)Cn2nc(C(F)(F)F)c3c2CCCC3)cc1	0.0%
CCOC(=O)c1c(C)[nH]c(C)c1S(=O)(=O)N1CCCC(C(=O)N2CCN(c3cc(C)ccc3C)CC2)C1 (centres undefined)	1.1%
CCOc1ccc(-c2nnc(SCC(=O)Nc3cccc(C#N)c3)o2)cc1	-1.9%
CCOC(=O)c1ccc2c(c1)N(CC(=O)Nc1cc(F)ccc1F)C(=O)c1ccccc1S2	3.4%
COC(=O)c1ccc(C(=O)OC)c(NC(=O)c2c(-c3ccccc3)noc2C)c1	4.2%
CC(=O)N1CCC(N(Cc2ccco2)C(=O)Nc2ccc(C)c(Cl)c2)CC1	-0.4%

# The list goes on.
Molecule	Epigenetic derep
Cc1ccccc1CNC(=O)C1CCCCN1S(=O)(=O)c1ccc(F)cc1 (centres undefined)	-1.8%
CC1Cc2cc(S(=O)(=O)N3CCN(c4ccccc4F)CC3)ccc2N1C(=O)C1CCC1 (centres undefined)	-1.2%
Cc1nn(CCCC(=O)NCc2cccc(F)c2)c(=O)c2nn(-c3ccccc3)c(C)c12	2.0%
CC(=O)c1ccc(NC(=O)CSc2nc(-c3cccc(F)c3)nc3c2c(=O)n(C)c(=O)n3C)cc1	7.7%
COC(=O)c1ccc(OCC2c3cc(OC)c(OC)cc3CCN2C(=O)Cc2ccc(OC)cc2)cc1 (centres undefined)	0.9%
Cc1ccc(C)c(NC(=O)CSc2nc3nccnc3c(=O)n2CCc2c[nH]c3ccccc23)c1	2.2%
COc1ccc(N2CC(c3nc(-c4cc(OC)c(OC)c(OC)c4)no3)CC2=O)cc1Cl (centres undefined)	0.0%
O=C1C(=O)N(C2CCN(C(=O)c3ccc(Cl)cc3)CC2)CCN1Cc1ccc(F)cc1	-3.9%
Cc1ncc(COC(=O)C(C)C)c2cc(C(=O)Nc3ccccc3C(F)(F)F)c(=O)oc12	16%
CCCCNC(=O)c1ccc(-c2nc(CN3CCc4ccccc43)c(C)o2)cc1	0.0%

# Structures listed so far that have a COOH group, in the order listed:
Molecule	Epigenetic derep
Cc1cc(Nc2cccc(C(=O)O)c2)n2nc(C)nc2n1	3.0%
CCc1ccc(-c2[nH]nc3nc(-c4cc(OC)ccc4OC)cc(C(=O)O)c23)cc1	0.0%

# Other structures:
Molecule	Epigenetic derep
Cc1ccc(CNC(=O)c2oc3ccc(S(=O)(=O)N4CCC(C)CC4)cc3c2C)cc1	-0.9%
CCc1ccc(NC(=O)c2ccc(F)c(S(=O)(=O)NCCc3ccc(OC)c(OC)c3)c2)cc1	1.9%
COc1ccc(C)cc1NC(=O)c1ccc2c(=O)n3c(nc2c1)CCCCC3	?
Cc1ccc(NC(=O)Cn2nnc(C(=O)NCCc3ccccc3)c2N)cc1Cl	-1.3%
CCOC(=O)c1c(NC(=O)c2cc(-c3cccc(Cl)c3)on2)sc(C)c1C	-1.8%
CCCCSCCCNC(=O)c1cn(C)c2ccc(S(=O)(=O)N3CCCCCC3)cc2c1=O	1.0%
Cc1ccc(NC(=O)NCc2c(-n3cccc3)sc3c2CCCC3)c(Cl)c1	-5.0%
CCCSCCCNC(=O)C1CCN(C(=O)c2cc3sccc3n2C)CC1	-1.6%
COc1ccc(Cl)cc1S(=O)(=O)Nc1cccc(-c2ccc(N3CCOCC3)nn2)c1	1.7%
COc1ccc(NC(=O)c2sc3nc(-c4ccc(OC)cc4)cc(C(F)(F)F)c3c2N)cc1	7.1µM*

# Next part.
Molecule	Epigenetic derep
CCC(Cn1nnc2ccccc2c1=O)NC(=O)Nc1cc(Cl)ccc1OC (centres undefined)	?
Cc1ccc(NS(=O)(=O)c2ccc3[nH]c(=O)oc3c2)c(C)c1	-1.1%
CCOC(=O)c1c(NC(=O)COc2c(C)cc(Cl)cc2Cl)sc2c1CCCC2	-1.6%
O=C(CCC1N=C2c3ccccc3N=C(SCc3ccccc3F)N2C1=O)NCc1ccc(F)cc1 (centres undefined)	-1.3%
CCCOc1ccc(C(=O)Nc2cccc(NC(=O)c3ccc(Cl)cc3Cl)c2)cc1	?
CCc1ccc(-n2c(=O)c3c(C)c(C)sc3n(CC(=O)NCc3ccc(C)cc3)c2=O)cc1	-0.9%
COc1ccc(N2CC(NC(=O)c3ccco3)CC2=O)cc1 (centres undefined)	2.4%
